Screens (PubChem)
AMA1 RON2 block: disrupts binding of P. falciparum AMA1 to RON2 | AID 720542 | Potency, µM (top dose mostly 58.2 µM), for the others: at the top dose activity change, negative = inhibition, usual class: inhibitors | 360,000 compounds, 0.2% hits | AlphaScreen AMA1-biotinylated RON2 peptide binding;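 further: potency means the concentration at half of the fitted maximal effect; 0% = vehicle wells and -100% = peptide control; nearly all actives have a fitted effect of over 45% in size; some results filed as inactive show a strong effect at the top dose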
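AMA1 (3D7) with his tag at 25 nM final met compounds first, then biotinylated RON2 peptide at 25 nM; detection used donor plus acceptor beads, 10 µg/mL apiece, read by AlphaScreen after 30 min at room temperature.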
HCMV inh: blocks human cytomegalovirus replication | HFF cells, HCMV-luciferase reporter, 72 h; active compounds read low | activity change, negative = inhibition, % at 57.5 µM | 410,000 compounds, 4.5% hits | AID 1259415; in the data active means activity change below about -60%; inconclusive means no clear call, values can overlap the other calls; inactive means above about -39%
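Compounds were evaluated in HFFs infected with an HCMV luciferase reporter virus (MOI 1 PFU/cell). Luciferase in lysates collected 72 h post infection served as the replication measure.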
AmpC inh detg: AmpC beta-lactamase inhibition with detergent present; 370,000 compounds, 0.041% hits; AmpC hydrolysis of nitrocefin, absorbance 480 nm, 0.01% Triton; AID 485294; Potency, µM (titrated, usually from 114 µM), without a hit: top-dose activity change, negative = inhibition, most hits filed as inhibitors; P00811;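 further: potency means the concentration at half of the fitted maximal effect; 0% = no-compound wells and -100% = no-enzyme wells; nearly all actives have a fitted effect of over 25% in size; some results filed as inactive show a strong effect at the top dose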
Target sequence (P00811 whole entry, looked up): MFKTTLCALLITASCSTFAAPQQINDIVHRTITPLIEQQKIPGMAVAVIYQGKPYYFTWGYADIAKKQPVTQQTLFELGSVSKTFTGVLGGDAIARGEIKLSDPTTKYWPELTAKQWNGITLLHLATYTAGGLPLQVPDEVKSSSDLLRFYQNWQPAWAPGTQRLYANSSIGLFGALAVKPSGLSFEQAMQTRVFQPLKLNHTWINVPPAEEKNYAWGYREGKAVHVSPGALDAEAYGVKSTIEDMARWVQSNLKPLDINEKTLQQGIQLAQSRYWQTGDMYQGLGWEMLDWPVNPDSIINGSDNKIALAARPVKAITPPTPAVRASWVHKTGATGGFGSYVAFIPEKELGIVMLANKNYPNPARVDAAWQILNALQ
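20 mM phosphate pH 7.0 + 0.01% (detergent screen) or 0.0001% Triton X-100; 5.3 nM AmpC reagent; cpd preinc 15 min RT; nitrocefin (800 uM stock) to start; A480 q20 s × 4 min; Activity was normalised to no-enzyme and no-compound control wells.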
TbPYK inhibitor: T. brucei pyruvate kinase inhibition; 410,000 compounds, 0.12% hits; Q57TT1; TbPYK enzyme, Kinase-Glo Plus ATP luminescence, 45 min; Potency, µM (highest dose often 76.8 µM), without a hit: top-dose activity, negative = inhibition, most hits filed as inhibitors; further: potency means the concentration at half of the fitted maximal effect; nearly all actives have a fitted effect of over 50% in size
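Readout: single end-point luminescence (Kinase-Glo Plus, 10 min). Reaction conditions were TbPYK/substrate plus 130 uM ADP, 45 min at RT, pH 7.2 TEA buffer. No-enzyme wells served as controls, and data were normalized before concentration-response fitting.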
AmpC inh no detg: blocks E. coli AmpC beta-lactamase in detergent-free assay. P00811. AmpC nitrocefin hydrolysis, absorbance 480 nm, 0.0001% Triton. Potency, µM (top dose mostly 57.1 µM), without a hit: at the top dose activity change, negative = inhibition, most hits filed as inhibitors. 330,000 compounds, 0.52% hits. AID 485341;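 further: potency means the concentration at half of the fitted maximal effect; plate controls were no compound for no effect and no enzyme for full effect; nearly all actives have a fitted effect of over 20% in size; some results filed as inactive show a strong effect at the top dose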
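20 mM phosphate pH 7.0 + 0.01% (detergent screen) or 0.0001% Triton X-100; 5.3 nM AmpC reagent; cpd preinc 15 min RT; nitrocefin (800 uM stock) to start; A480 q20 s × 4 min; Activity was normalised to no-enzyme and no-compound control wells.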
LmPK inh: blocks Leishmania mexicana pyruvate kinase activity; Q27686; purified LmPK, Kinase-Glo ATP luminescence, 1 h; Potency, µM (titrated, usually from 57.5 µM), without a hit: top-dose activity change, negative = inhibition, actives largely listed as inhibitors; 290,000 compounds, 0.37% hits; further: potency means the concentration at half of the fitted maximal effect
Target sequence (Q27686 whole entry, looked up): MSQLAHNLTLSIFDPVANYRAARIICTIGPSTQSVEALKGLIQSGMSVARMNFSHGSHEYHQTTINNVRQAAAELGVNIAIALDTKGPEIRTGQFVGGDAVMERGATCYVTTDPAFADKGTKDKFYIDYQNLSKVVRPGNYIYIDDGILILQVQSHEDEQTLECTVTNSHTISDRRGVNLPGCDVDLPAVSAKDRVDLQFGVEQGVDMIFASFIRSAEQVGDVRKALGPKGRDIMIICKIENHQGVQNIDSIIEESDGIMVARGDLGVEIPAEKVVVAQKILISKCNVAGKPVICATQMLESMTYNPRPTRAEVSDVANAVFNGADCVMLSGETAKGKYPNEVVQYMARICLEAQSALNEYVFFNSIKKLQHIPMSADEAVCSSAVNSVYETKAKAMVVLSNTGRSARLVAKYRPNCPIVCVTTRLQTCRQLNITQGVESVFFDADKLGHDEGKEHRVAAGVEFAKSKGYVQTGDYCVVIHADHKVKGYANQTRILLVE
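Kinase-Glo luminescence read after 1 h RT reaction of 0.1 nM LmPK with 0.5 mM PEP and 0.1 mM ADP. Activity scaled between uninhibited and enzyme-free controls.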
HCV inh: HCV inhibition; Huh7.5.1 HCVcc-Cre infection, luciferase reporter, 44 h; Potency, µM (doses to about 41.8 µM), inactives show at the highest dose activity change, negative = inhibition, usual class: inhibitors; 340,000 compounds, 3.4% hits; AID 651820; further: potency means the concentration at half of the fitted maximal effect
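Antiviral activity was scored by luciferase reporter output from cells infected with HCVcc-Cre (~0.5 moi) in presence of compound, 44 h infection period, cells seeded 1,000/well 4 h prior.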
Active calls of the source: *; ? = inconclusive; . = not tested or not shown; [ ] = another dose, or the depositor's remark. Unless noted, the call rests on the fitted dose curve; in most records, active means well fitted curve in the direction sought with a large enough effect; inconclusive means small, poorly fitted or top-dose-only effect, or another doubt; inactive means no such curve, though single readings can be large; an effect the other way counts as inactive or inconclusive. Unless noted, on the % scale 0 is the no-effect control and ±100 the full control effect.

SMILES	AMA1 RON2 block	HCMV inh	AmpC inh detg	TbPYK inhibitor	AmpC inh no detg	LmPK inh	HCV inh
COc1ccc(-c2n[nH]c(C)c2-c2ccccc2OC)c(O)c1	37%[activator]	?	0%	-12%	-44%	4%	?
CCn1c(SCC(=O)c2ccc(O)c(O)c2)nnc1-c1ccccc1	5%	1	-12%	5%	-20%	-3%	?
CCN(CC)C(=O)c1sc(NC(=O)c2ccco2)c(C#N)c1C	-6%	65	-1%	-5%	-28%	-6%	3%
COc1ccc(OC)c2sc(NC(=O)CCS(=O)(=O)c3ccccc3)nc12	3%	20	.	0%	.	.	?
Cn1c(NC(=O)c2ccccc2)nc2ccccc21	46%[activator]	-85*	-10%	7%	-24%	-9%	-20%
CC(C)(C)NC(=O)C(=O)NNC(=O)c1cccc([N+](=O)[O-])c1	62%[activator]	-11	?	2%	3%	-10%	16%
COc1ccc(Cl)cc1NC(=O)NCCc1c(C)nn(C)c1C	.	-16	11%	-6%	.	.	.
CS(=O)(=O)c1ccc2nc(NC(=O)c3cccs3)sc2c1	12%	76	2%	-26%	-22%	16µM*	-3%
COCCNc1nc2c(-c3cccc(C(F)(F)F)c3)nnn2c2ccccc12	3%	72	-14%	-4%	-8%	10%	?
CCCCC(O)(CCCC)C(=O)NN(C(=O)OC)c1ccccc1	-22%	?	-5%	-3%	-1%	1%	6%
O=C(c1ccccc1NS(=O)(=O)c1ccc(Cl)cc1)N1CCc2ccccc21	1%	-39	-13%	-6%	-24%	-2%	23%
Cc1nc(Nc2ccccc2Cl)sc1C(=O)Nc1ccccc1	-8%	-16	7%	-5%	-41%	1%	?
O=C(CS(=O)(=O)c1ccccc1)Nc1ccc(S(=O)(=O)Nc2ccccn2)cc1	-3%	-5	1%	-2%	-26%	3%	12%
Cc1ccc(S(=O)(=O)N2CCSCCSCCSCCSCC2)cc1	8%	?	.	0%	.	.	-24%
Cc1nc([N+](=O)[O-])c(Br)n1CC(=O)c1ccc(Cl)cc1	-5%	70	?	-5%	0%	1%	10µM*
C=CCSC1=NC(N)=C(C#N)C2(CCCCC2)C1C(N)=O (stereo not drawn)	-5%	-15	-7%	1%	-11%	-4%	11%
C=CCn1c(CCSCc2ccc(OC)c(C)c2)n[nH]c1=S	64%[activator]	?	?	7.9µM*	-24%	4%	-2%
CCN1CCN(c2nc3c(C)cccn3c(=O)c2/C=C(\C#N)S(=O)(=O)c2ccc(C)cc2)CC1	-6%	60	1%	-3%	132%[activator]	-4%	-2%
O=S(=O)(NC1CCCC1)c1cccc(S(=O)(=O)N2CCC(n3nnc4ccccc43)CC2)c1	-9%	-26	-4%	6%	-31%	6%	?
CC1CC(C)(C)NC(=O)O1 (stereo not drawn)	0%	9	-1%	1%	-6%	-1%	12%
O=C(CCCC(=O)N1CCCC1)N1CCCC1	16%	61	-18%	1%	-1%	0%	22%
CCN1CCN(C(c2cccc(OC)c2)c2sc3nc(C)nn3c2O)CC1 (stereo not drawn)	-6%	-25	-3%	-14%	-15%	-1%	0%
CC(C)Oc1ccc(C2CC(=O)N(Nc3ccc([N+](=O)[O-])cc3[N+](=O)[O-])C2=O)cc1 (stereo not drawn)	-11%	94	3%	-14%	-59%	2%	3%
O=C(COc1ccc(/C=N/NS(=O)(=O)c2ccccc2)cc1)Nc1ccc(F)cc1	5%	-12	-1%	1%	-46%	3%	9%

Complete entries, quoted from the list. Order of screens: AMA1 RON2 block	HCMV inh	AmpC inh detg	TbPYK inhibitor	AmpC inh no detg	LmPK inh	HCV inh
C=CCn1c(CCSCc2ccc(OC)c(C)c2)n[nH]c1=S across the screens: 64%[activator]	?	?	7.9µM*	-24%	4%	-2%
CCN1CCN(C(c2cccc(OC)c2)c2sc3nc(C)nn3c2O)CC1 (stereo not drawn) across the screens: -6%	-25	-3%	-14%	-15%	-1%	0%
Cc1ccc(S(=O)(=O)N2CCSCCSCCSCCSCC2)cc1 across the screens: 8%	?	.	0%	.	.	-24%

(listing goes on)
SMILES	AMA1 RON2 block	HCMV inh	AmpC inh detg	TbPYK inhibitor	AmpC inh no detg	LmPK inh	HCV inh
O=C(c1ccccc1)C1CC1c1ccccc1 (stereo not drawn)	22%	-25	.	3%	.	.	.
Cc1cccc(CCNC(=O)C2CCC(CNS(=O)(=O)c3cccs3)CC2)c1 (stereo not drawn)	-4%	1	2%	7%	-10%	6%	?
Cn1c(-c2ccccc2)cc2c3no[n+]([O-])c3ccc21	-13%	-102*	0%	-1%	98%[activator]	5%	2.5µM*
CC(C)c1ccc(NC(=O)COc2ccc(F)cc2C(=O)c2cnn(-c3ccccc3)c2)cc1	-17%[2.32 µM]	-8	6%	7%	3%	-1%	?
CC(C)(C)NC(=O)CSc1nncn1NCc1c(Cl)cccc1Cl	-2%	-7	-6%	-5%	-2%	2%	12%
COc1ccc(NC(=O)C2CCN(C3=NS(=O)(=O)C(c4ccc(C)c(C)c4)=C3C)CC2)c(OC)c1	.	-2	?	1%	.	.	.
C=CCOc1c(Cl)cc(C2NC(=O)NC(C)=C2C(=O)OC)cc1Cl (stereo not drawn)	1%	-20	-2%	-15%	-14%	-4%	11µM*
C[C@H]1CN=C(Nc2ccccc2)N1CCCC1CCCCC1	0%	-31	-10%	-4%	0%	-1%	?
O=C(NNc1cccc(Cl)n1)c1ccc(Cl)nc1	29%	?	0%	-2%	-7%	-1%	11%
CCCCN(CCCC)/C(N)=N/c1nc(C)cc(C)n1	-10%	-11	-3%	11%	-2%	-3%	-15%
COc1ccccc1CSc1nc2n(n1)C(c1ccccc1)C(C(=O)Nc1ccc(C)cc1)=C(C)N2 (stereo not drawn)	.	19	-5%	-5%	.	.	.
O=C(c1ccc(CS(=O)Cc2ccccc2Cl)o1)N1CCN(C2CCCCC2)CC1 (stereo not drawn)	-8%	-35	-14%	1%	44%	-4%	2%

Four of the compounds above, in CSV form.
smiles,AMA1 RON2 block,HCMV inh,AmpC inh detg,TbPYK inhibitor,AmpC inh no detg,LmPK inh,HCV inh
COc1ccc(NC(=O)C2CCN(C3=NS(=O)(=O)C(c4ccc(C)c(C)c4)=C3C)CC2)c(OC)c1,.,-2,?,1%,.,.,.
C=CCOc1c(Cl)cc(C2NC(=O)NC(C)=C2C(=O)OC)cc1Cl (stereo not drawn),1%,-20,-2%,-15%,-14%,-4%,11µM*
C[C@H]1CN=C(Nc2ccccc2)N1CCCC1CCCCC1,0%,-31,-10%,-4%,0%,-1%,?
O=C(NNc1cccc(Cl)n1)c1ccc(Cl)nc1,29%,?,0%,-2%,-7%,-1%,11%

(list continues)
SMILES	AMA1 RON2 block	HCMV inh	AmpC inh detg	TbPYK inhibitor	AmpC inh no detg	LmPK inh	HCV inh
COc1ccc(Oc2nnnn2-c2ccccc2)cc1	0%	14	?	-6%	-13%	-4%	-4%
Cc1ccccc1CNC(=O)c1ccc(Cn2c(SCc3cccc(F)c3)nc3cccnc32)cc1	.	-34	12%	0%	.	.	.
Nc1nc[nH]c(=O)c1N=Cc1ccccc1	11%	?	-7%	6%	79%[activator]	-1%	23%
Cc1ccc(Cn2nc(C)c(NC(=O)c3cc(-c4ccc5c(c4)OCO5)on3)c2C)cc1	-20%	-60*	4%	2%	-7%	2%	?
COc1cccc(NC(=O)c2ccccc2-c2nc(-c3ccccc3)no2)c1	1%	-4	?	-5%	-26%	-3%	?
O=C(NCc1nnc2c3ccccc3c(-c3ccccc3)nn12)c1ccc(Cl)cc1	9%	?	-5%	-23%	-11%	-1%	?
Cc1ccc(CSc2ccc(S(=O)(=O)N3CCOCC3)cn2)cc1	-8%	0	?	0%	-2%	.	-13%
O=C(CSc1nc(-c2ccco2)cc(C(F)(F)F)n1)N1CCN(c2cccc(Cl)c2)CC1	-2%	-14	-2%	0%	14%	4%	?
CCOc1ccc(NC(=O)/C(C#N)=C\c2ccc(-c3ccc(Cl)cc3)o2)cc1	.	-13	-6%	-8%	.	.	.
Cc1ccc(C)c(N2CCN(C(=O)CCc3c(C)nn(-c4ccc(N5CCCC5)nn4)c3C)CC2)c1	.	-63*	-4%	-1%	.	.	.
CCOc1ccc(NC(=O)CN(C)C(=O)CCSc2ccc(F)cc2)cc1OCC	-4%	-8	-2%	-2%	44%	.	?
OC(c1cccnc1)c1nc(-c2cccc(F)c2)cs1 (stereo not drawn)	-1%	?	.	5%	.	.	.
CS(=O)(=O)N1CCCc2cc(C(=O)Nc3cccc(C(F)(F)F)c3)ccc21	.	?	20%	-4%	.	.	.
Cc1ccc(S(=O)(=O)N2CCOCC2)cc1NC(=O)c1ccncc1	103%[activator]	-5	.	-2%	.	.	.
CCCCCCn1c(SCCC)nc2c1c(=O)[nH]c(=O)n2C	15%	34	?	2%	-9%	8%	9%
CC1(C2CC2)NC(=O)N(CC(=O)Nc2ccc(F)cc2F)C1=O (stereo not drawn)	-6%	-16	-22%	1%	-12%	.	-18%
N=c1c(C(=O)NCC2CCCO2)cc2c(=O)n3ccccc3nc2n1Cc1cccnc1 (stereo not drawn)	19%	8	-2%	-3%	-16%	2%	?
CCn1cc(CNCc2cn(-c3ccccc3C)nc2-c2ccc(OC)c(F)c2)cn1	1%	-22	0%	0%	36%	1%	-23%
CCOc1ccc(C(=O)Nc2ccccc2N2CCOCC2)cc1	-9%	?	2%	-6%	2%	0%	-14%
COc1ccc(CCNC(=O)Cn2nc(C)c3c(C)n(-c4ccc(C)cc4)nc3c2=O)c(OC)c1	.	-91*	-5%	-2%	-16%	.	.
CCC(C)(C(=O)NC1CCCCC1)N(C(=O)c1cnccn1)c1c(C)n(C)n(-c2ccccc2)c1=O (stereo not drawn)	12%	41	0%	7%	11%	1%	12%
COc1ccc(/C=N/NC(=O)c2ccc(COc3cccc4cccnc34)cc2)cc1OC	-11%	?	3%	4%	84%[activator]	1%	-6%
O=C(CN1CCOCC1)NCc1ccc(F)cc1	-8%	-20	1%	1%	-2%	-4%	2%
CC(C)Cn1c(N)c(C(=O)COC(=O)c2ccc3ccccc3n2)c(=O)n(C)c1=O	-9%	16	-15%	2%	45%	-8%	?
O=C(CSc1ccc(-c2ccccc2)nn1)NCC1CCCO1 (stereo not drawn)	-17%	48	-4%	4%	0%	1%	11%
COc1cccc(C(=O)N2CCN(C(=O)C3CC3)CC2)c1	-2%	11	-12%	2%	-3%	4%	8%
Cc1ccc2cc(C3CC(c4ccco4)=NN3C(=O)CCC(=O)O)c(Cl)nc2c1 (stereo not drawn)	1%	-17	-19%	?	-22%	-3%	9%
Cc1cccc(NC(=O)Nc2cccs2)c1C	.	-14	21%	2%	.	.	.
Cc1ccccc1NC(=O)CCN1CCN(C)CC1	13%	10	?	0%	-7%	2%	6%
O=c1c2ccccc2nc(N2CCCC2)n1-c1ccc(Cl)cc1	13%	-63*	-8%	-2%	31%	1%	?
